Bcl-B TR3 displacers – displacers of TR3 peptide from Bcl-B, primary screen, selectivity assay for Bfl-1 inhibitor project, biochemical, fluorescence polarization; FP displacement of FITC-TR3 peptide from Bcl-B; higher % means a stronger effect; one-dose displacement, % at 20 µM; IC50 in µM for titrated hits; actives 0.11% (n = 96,000); AID 748, 2007;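 active = displacement above 50% at 20 µM plus a fluorescence interference ratio under 1.5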;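 also: plate controls were wells without compound for no effect and wells lacking Bcl-B protein for full effect; a part of the inactive calls stands beside numbers as strong as those of hits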
PLAP inhibitors HTS – PLAP enzyme inhibitors, biochemical, luminescence, HTS (AID 690); actives 0.08% (n = 96,000); inhibition, % at 20 µM, or IC50 in µM where a hit was titrated; Alkaline phosphatase, placental type (Homo sapiens); purified PLAP, luminescent substrate; higher % means a stronger effect; in the data active = a potency from the dose series; inactive = the rest, 99 in 100 with inhibition below about 30%; also: strong numbers were not always called active
NFkB transloc inh – inhibitors of IL-1B driven NFkB p65 nuclear import, primary screen, imaging, HUVEC, IL-1B stimulus, high-content imaging | HUVEC IL-1B NFkB p65 nuclear translocation imaging | inhibition, % at 2 µM | actives 0.43% (n = 94,000) | AID 796, 2007;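 active = inhibition above about 30% together with a positive call from visual inspection of the well image, limit read from the data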;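 also: nuclear over cytoplasmic p65 intensity ratio measured by imaging; 0% = IL-1B stimulated DMSO wells and 100% = unstimulated DMSO wells; values of inactives mirror those of a sister screen read the other way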
MRP reversal – reversal of MRP1-mediated doxorubicin resistance, primary screen, H69AR cells, doxorubicin co-treatment | H69AR cells + 2 uM doxorubicin, CellTiter-Glo, 72 h | differential viability (reversal), % at 10 µM | actives 0.04% (n = 85,000) | AID 602, 2007;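 active = viability drop by adding the cancer drug above about 55%, with treated viability meeting a 40% cutoff, limit read from the data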;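 also: viability without doxorubicin minus viability with 2 µM doxorubicin for each compound; larger differential means the compound sensitizes cells more to doxorubicin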
NFkB transloc pot – enhancers of NFkB p65 translocation in HUVEC – imaging, IL-1B stimulus, high-content imaging, primary screen; HUVEC IL-1B NFkB p65 nuclear translocation imaging; activation, % at 2 µM; actives 0.3% (n = 94,000); AID 819, 2007;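 active = activation above 40%, about the mean plus 3 SD, also judged a hit on visual image review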;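 also: percent activation is computed from the nuclear over cytoplasmic p65 intensity ratio; values of inactives mirror those of a sister screen read the other way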
MRP reversal cytotoxicity – further read-out of MRP reversal, marked with its call; viability, %; H69AR cells, CellTiter-Glo, 72 h; measured here: cytotoxicity without doxorubicin
MRP reversal with doxorubicin – recorded beside MRP reversal, whose call it bears; viability, %; measured here: viability with 2 uM doxorubicin; active compounds read low
NFkB transloc inh cell count 2 µM – recorded beside NFkB transloc inh, whose call it bears; cell count; measured here: cells passing quality filter;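 raw number of nuclei counted in each imaged well without normalization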
NFkB transloc pot cell count 2 µM – also measured in NFkB transloc pot; calls as there; cell count; measured here: cells passing quality filter
Starred values were filed as active, the others as inactive; x = no result given. This is a subset (hit frequency here may not be typical).

cpd	SMILES	Bcl-B TR3 displacers	PLAP inhibitors HTS	NFkB transloc inh	NFkB transloc inh cell count 2 µM	MRP reversal	MRP reversal cytotoxicity	MRP reversal with doxorubicin	NFkB transloc pot	NFkB transloc pot cell count 2 µM
1	CCCCN(C)S(=O)(=O)c1cc(Br)cc2c1N(C(=O)C1CC1)CC2	-6%	-29%	x	x	-6	31	38	x	x
2	OC1CCCN(Cc2ccccc2)C1 (centres undefined)	0%	-14%	-2	197	-7	104	111	2	197
3	COC(=O)c1ccc(-c2nc3cc(N)ccc3o2)cc1	x	x	-2	106	4	96	91	2	106
4	CC1=C(C(=O)Nc2ccccn2)C(c2ccc(N(C)C)cc2)n2ncnc2N1 (centres undefined)	-17%	-10%	-8	123	6	86	80	8	123
5	Cc1ccc(C(=O)c2c(NC(=O)c3ccccc3C)sc(C)c2C)cc1	-17%	-3%	-8	83	x	x	x	8	83
6	Cc1ccc(C)n1-n1c(C)nc2sc(-c3ccccc3)cc2c1=O	-6%	-44%	-1	189	14	89	75	1	189
7	C=CCOc1ccccc1CNn1nnnc1N	-6%	-14%	13	123	30	96	66	-13	123
8	O=C(CCC(=O)OCc1cccc(C(=O)Oc2ccccc2)c1)Nc1cccc2ccccc12	-4%	3%	3	134	x	x	x	-3	134
9	O=S(=O)(c1ccc(OCC(O)CN2CCCC2)cc1)N1CCOCC1 (centres undefined)	-5%	-28%	-16	147	-22	72	93	16	147
10	O=C(OC(C(=O)NCc1ccc2c(c1)OCO2)c1ccc(Cl)cc1)c1ccco1 (centres undefined)	4%	27%	x	x	9	95	86	x	x
11	O=C(OCc1ccco1)c1ccc(S(=O)(=O)N2CCCCC2)cc1	0%	19%	7	109	4	95	90	-7	109
12	O=C(Nc1cccc(C(=O)N2CCOCC2)c1)c1cncc(Br)c1	-3%	4%	-5	164	0	83	83	5	164
13	O=C(COC(=O)Cc1cccc(C(F)(F)F)c1)NCC1CCCO1 (centres undefined)	-2%	-2%	-23	122	1	96	95	23	122
14	Cc1ccccc1-c1nc2sc3c(c2c(=O)o1)CCC3	x	x	7	96	23	98	75	-7	96
15	Cc1ccc(-c2nc(CCN3C(=O)c4ccccc4C3=O)cs2)cc1	-6%	15%	-14	89	x	x	x	14	89
16	Cc1cccc(CNC(=O)c2ccccc2N)c1	3%	14%	-1	154	-3	104	106	1	154
17	Cn1c(SCC(=O)N2CCN(c3ccccc3)CC2)nnc1-c1ccncc1	x	x	4	127	14	84	71	-4	127
18	CC(C)NC(=O)C12CC3CC(C1)CC(n1cnc(Cl)n1)(C3)C2	-2%	15%	-1	168	x	x	x	1	168
19	O=C(Nc1cc(Cl)cc(Cl)c1)C1CCC(=O)N1Cc1ccccc1Cl (centres undefined)	-1%	6%	5	116	x	x	x	-5	116
20	Nc1nonc1N1CCCCC1	-2%	6%	-17	143	1	100	99	17	143
21	O=C(O)CSc1ccccn1	4%	4%	0	163	-4	94	97	0	163
22	COC(=O)[C@@H](NC(=O)N(C1CCCCC1)C1CCCCC1)C(C)C	6%	-40%	-4	103	-4	85	90	4	103
23	C/C(CCc1ccc2c(c1)OCO2)=N\N=C1\NC(=O)CC(C(=O)Nc2ccc(Cl)cc2)S1 (centres undefined)	-6%	-33%	-14	127	x	x	x	14	127
24	CCOC(=O)c1cc(CC)sc1NC(=O)c1cc([N+](=O)[O-])ccc1N1CCOCC1	-5%	-6%	-7	110	x	x	x	7	110
25	C/C(Cl)=C/Cc1c(C)[nH]c2ccc(C)cc2c1=O	7%	-1%	-2	110	x	x	x	2	110
26	O=C(CC1C(=O)NC2CCCCC2N1C(=O)c1ccc(F)cc1)Nc1ccccc1 (centres undefined)	-1%	-9%	-5	169	3	75	73	5	169
27	CCOC(=O)Cn1nnnc1CN(Cc1ccc(OC)cc1)Cc1cc2cc(CC)ccc2[nH]c1=O	-17%	-49%	-6	128	21	84	63	6	128
28	NS(=O)(=O)c1ccc(NC(=O)CSC2=NC(=O)C(c3ccccc3)C(=O)N2)cc1 (centres undefined)	10%	14%	14	87	-21	89	110	-14	87
29	O=C1C(=O)N(CCN2CCOCC2)C(c2ccccn2)/C1=C(/O)c1ccccc1 (centres undefined)	6%	-15%	1	127	-50	44	95	-1	127
30	CCCCCOC(=O)Cn1c(=O)oc2ccccc21	-1%	4%	x	x	-20	98	118	x	x
31	CCC(C)(C)n1c(=O)[nH]c2c(c1=O)CCC2	4%	3%	1	101	-5	96	101	-1	101
32	CSc1ccccc1NC(=O)c1cc(C(C)C)on1	0%	8%	-20	175	-3	76	80	20	175
33	CC(C)(C)c1ccc(C(=O)N/C(N)=N/c2nc3ccccc3o2)cc1	-6%	-9%	-20	192	-1	45	46	20	192
34	Cc1ccc(N/C(N)=N/c2nc3c(c(=O)[nH]2)CCCC3)c(C)c1	-12%	-37%	-4	135	x	x	x	4	135
35	COc1ccc(/C=C/C(=O)c2ccccc2O)cc1CN1CCOCC1	7%	-69%	-19	182	x	x	x	19	182
36	CCOCC(=O)Nc1cc(OC)c(Cl)cc1OC	-5%	9%	-33	122	-5	69	74	33	122
37	O=C(CN1C(=O)C2(OCCO2)c2ccccc21)c1ccc(Br)cc1	-20%	-9%	2	208	11	94	83	-2	208
38	COCCn1nnnc1C(c1ccc(OC)c(OC)c1)N1CCc2ccccc21 (centres undefined)	6%	-23%	14	106	12	99	87	-14	106
39	O=C(CCSc1ccccc1)NCC1CCCO1 (centres undefined)	-6%	-10%	8	108	3	100	97	-8	108
40	O=C(c1cc(C2CC2)on1)N1CCN(c2ccc(F)cc2)CC1	5%	-23%	12	70	x	x	x	-12	70
41	O=C1c2ccccc2CC1(Cc1ccccc1)Cc1ccccc1	x	x	2	124	10	75	66	-2	124
42	CC(C)(C)N1C(=O)c2ccc(C(=O)O)cc2C1=O	1%	13%	x	x	-1	92	94	x	x
43	COCCNC(=O)CNC(=O)c1nn(-c2ccc(OC)c(Cl)c2)c(=O)c2ccccc12	-5%	-29%	9	136	-10	80	91	-9	136
44	O=C(C1CCCN(S(=O)(=O)c2cccs2)C1)N1CCC(N2CCCCC2)CC1 (centres undefined)	-8%	-47%	x	x	-9	97	106	x	x
45	CCCNC(=S)NC1CCCC1	1%	5%	12	185	x	x	x	-12	185
46	Cc1cc(C(C)(C)C)nc2[nH]n(-c3ccccc3)c(=O)c12	-2%	-62%	-10	133	23	106	83	10	133
47	Cc1cccc(OCc2nnc(SCC(=O)N3CCN(c4ccccc4)CC3)o2)c1C	x	x	-6	131	10	92	82	6	131
48	O=C(CCCCn1c(=O)[nH]c2ccccc2c1=O)NCCC1=CCCCC1	-6%	8%	9	74	0	100	101	-9	74
49	Cc1ccc2nsnc2c1S(=O)(=O)N1CCCC1	4%	5%	-9	51	9	102	93	9	51
50	Cc1c(C(=O)NCCCN2CCCC2=O)oc2ccc(S(=O)(=O)N3CCOCC3)cc12	-10%	-53%	x	x	16	89	73	x	x
51	CCc1nc(N)c(C#N)c(-c2cccn2C)c1C	x	x	-13	160	11	92	81	13	160
52	CCc1c(C)c(C#N)c2nc3ccccc3n2c1N1CCN(c2cc(C)ccn2)CC1	-10%	3%	1	175	11	72	61	-1	175
53	CCOC(=O)C1=C2N(C)c3ccccc3N2CCC1=O	-3%	5%	-4	148	6	82	75	4	148
54	CC(C)C[C@H](NC(=O)OC(C)(C)C)C(=O)N/N=C/c1ccc2nccnc2c1	-3%	-12%	7	178	10	88	78	-7	178
55	CC(C)Cn1c(SCc2nnc(-c3cccs3)o2)nc(O)cc1=O	-3%	-40%	x	x	5	93	88	x	x
56	O=C(CSc1nc2nc(-c3cccs3)cc(C(F)(F)F)c2c(=O)[nH]1)NCc1ccco1	-2%	-10%	-22	136	x	x	x	22	136
57	CCN(CC(=O)NCc1cccs1)c1ccc(S(=O)(=O)N2CCOCC2)cn1	3%	3%	-20	145	8	97	89	20	145
58	CCCCN(Cc1cc2cc(OC)ccc2[nH]c1=O)C(=O)c1ccccn1	0%	-24%	-8	161	-3	86	89	8	161
59	Cc1cc(C(=O)CN2C(=O)NC3(CCCc4ccccc43)C2=O)c(C)n1C (centres undefined)	3%	-33%	4	144	5	91	86	-4	144
60	Cn1cc(S(=O)(=O)N2CCN(c3ccc(F)cc3)CC2)c(=O)n(C)c1=O	0%	-4%	-5	182	2	92	90	5	182

Next part
cpd	SMILES	Bcl-B TR3 displacers	PLAP inhibitors HTS	NFkB transloc inh	NFkB transloc inh cell count 2 µM	MRP reversal	MRP reversal cytotoxicity	MRP reversal with doxorubicin	NFkB transloc pot	NFkB transloc pot cell count 2 µM
61	CCN(CCCNC(=O)CN(C)S(=O)(=O)c1ccc2c(c1)CCC(=O)N2)c1cccc(C)c1	1%	-3%	-20	100	11	82	72	20	100
62	CCOc1cc2[nH]c(=O)n(CCC(=O)N3CCN(c4ccccc4OC)CC3)c(=O)c2cc1OCC	9%	-16%	-28	131	8	85	76	28	131
63	c1ccc(CCn2nnnc2CN2CCc3ccccc32)cc1	-11%	-26%	-3	89	12	87	75	3	89
64	CCOc1ccccc1N(C(=O)c1ccco1)C(C(=O)NC1CCCC1)c1cccnc1 (centres undefined)	4%	-53%	-36	144	0	74	75	36	144
65	CCN(CC)CC(=O)c1ccc(-c2ccccc2)cc1	2%	-72%	3	137	3	87	84	-3	137

Screening results: PubChem, several laboratories
